From PubChem BioAssay
Pf Dd2 inh: blocks in vitro growth of P. falciparum Dd2; P. falciparum Dd2 growth, SYBR Green, 72 h; actives 4.3% (n = 120,000); Potency, µM (titrated, usually from 28.9 µM), for the others: at the top dose activity, negative = inhibition, most hits filed as inhibitors; active means well fitted inhibition curve with a large enough effect; inconclusive means small, poorly fitted or top-dose-only effect; inactive means no such curve, though single readings can be large or run the other way;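 further: plate controls were DMSO vehicle for no effect and reference drug for full effect; nearly all actives have a fitted effect of over 65% in size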
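Readout: SYBR Green fluorescence, 485 nm excitation, 535 nm emission, after ~16 h lysis at 37C. Before that, Dd2-infected red cells (2.5% hematocrit) grew 72 h with compound, 29 uM top final concentration.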
The depositor's hits bear a star; i = inactive; ? = inconclusive; [ ] = dose if it differs, or a comment. Potency means the concentration at half of the fitted maximal effect. This is a subset; the hit share may differ from the screen's.

SMILES	Pf Dd2 inh
C=CCN(C)C[C@H]1CN2CC[C@H]1C[C@@H]2CNC(=O)Nc1cccc(C#N)c1	-25.3%[44.1 µM]
O=[S+]([O-])(c1cccc(C(F)(F)F)c1)N1CCCC2(CC(c3ccccc3)=NO2)C1 (stereo unspecified)	9.6%
CCn1c2c(c(=O)n1-c1ccccc1)CCN(C(=O)c1cccc(N(C)C)c1)C2	i
CCCCNC(=O)CCCN1C(=O)CCn2nc(-c3cccn3C)cc21	4.2%
c1ccc([C@@H]2C[C@H]2c2nc(C3CCOCC3)n[nH]2)cc1	-29.8%
NC(=O)CCC[C@@H]1[C@H]2CCCN3CCC[C@@H](CN1Cc1ccccc1)[C@@H]23	-23.0%
COCCN1CCC(C(=O)Nc2ccc(Oc3ccccc3F)cc2)CC1	12.6µM*
Cc1ccc(-c2noc([C@@](C)(N)Cc3ccccc3)n2)nn1	-7.9%
CN1CCN(C(=O)c2ccnc(-c3nnc4ccc(N(C)C)nn34)c2)CC1	16.4%[44.1 µM]
CN(C)S(=O)(=O)N1C[C@@H]2CC[C@H](C1)N(C(=O)CCn1cnnn1)C2	1.1%
Cc1ccc(NC(=O)c2ccc(C)c(S(=O)(=O)N3CCCCCC3)c2)cc1	?
Cc1ccc(Cn2ccnc2SCC(=O)NCc2ccc(F)cc2)cc1	72.0%[activator]
CCc1ccccc1S(=O)(=O)Cc1ccc(C(=O)NCc2ccc(Cl)cc2)o1	-1.4%
NC(=O)COc1cccc(CN2CCN(c3ccc(F)cc3F)CC2)c1	-9.8%
CC(C)NC(=O)C1COC2(CCN(C(=O)c3ccc(F)cc3F)CC2)N1C(=O)c1ccc(F)cc1 (stereo unspecified)	-3.5%
CC1CCCCN1C(=O)CSc1nnc(-c2cccc(Cl)c2)o1 (stereo unspecified)	?
Oc1ccc(/C=C/c2nc(-c3ccccc3O)n(-c3ccccc3)n2)c(O)c1	-13.9%
Cc1nc([C@@H]2CN(C(=O)CCCc3nc4ccccc4s3)C[C@H]2C(N)=O)n[nH]1	-8.7%
Oc1c(C(c2ccc(Cl)cc2)N2CCC3(CC2)OCCO3)sc2nc(-c3ccco3)nn12 (stereo unspecified)	-0.5%
O[C@H]1[C@H](NCC2CCCC2)[C@@H](c2ccccc2)C[C@H]1O	1.78µM*

Reprinted from the results shown for reference:
SMILES	Pf Dd2 inh
Cc1nc([C@@H]2CN(C(=O)CCCc3nc4ccccc4s3)C[C@H]2C(N)=O)n[nH]1	-8.7%
Oc1c(C(c2ccc(Cl)cc2)N2CCC3(CC2)OCCO3)sc2nc(-c3ccco3)nn12 (stereo unspecified)	-0.5%
O[C@H]1[C@H](NCC2CCCC2)[C@@H](c2ccccc2)C[C@H]1O	1.78µM*

More structures
SMILES	Pf Dd2 inh
COC[C@@H]1CN(C(=O)c2ccc3ncccc3c2)C[C@H]1c1ccccn1	-5.8%
COc1ccccc1NC(=O)CN(c1ccc(C(C)C)cc1)S(=O)(=O)c1c(C)noc1C	-15.2%
CCOC(=O)c1sc(NC(=O)/C=C/c2ccc(C(C)C)cc2)c(C(=O)OCC)c1C	19.9%
Cc1cccc(N2CCN(C(=O)CS(=O)(=O)c3cccc4nsnc34)CC2)c1C	-18.9%
COc1ccc(CCNC(=O)c2cc(=O)c3cc(C)c(C)cc3o2)cc1OC	i
Cc1ccc(NC(=O)CSc2nc3ccc(NC(=O)c4cccc(Cl)c4)cc3s2)c(C)c1	?
COc1ccc(CN2C(=O)COC[C@H]2C(=O)Nc2cc(F)cc(F)c2)cc1OC	?
CCNC(=O)c1cccnc1OC1CCN(C(=O)c2cc(C)ccc2C)C1 (stereo unspecified)	-4.7%
COc1ccc(C(=O)CCC(=O)Nc2ccccc2C)cc1	50.6%[activator][5.79 µM]
O=C(C1CN(c2ccccc2)C(=O)N1)N1CCOCC1 (stereo unspecified)	5.0%[44.1 µM]

Reprinted at random: four records from the list.
SMILES	Pf Dd2 inh
COC[C@@H]1CN(C(=O)c2ccc3ncccc3c2)C[C@H]1c1ccccn1	-5.8%
C=CCN(C)C[C@H]1CN2CC[C@H]1C[C@@H]2CNC(=O)Nc1cccc(C#N)c1	-25.3%[44.1 µM]
CCn1c2c(c(=O)n1-c1ccccc1)CCN(C(=O)c1cccc(N(C)C)c1)C2	i
COc1ccccc1NC(=O)CN(c1ccc(C(C)C)cc1)S(=O)(=O)c1c(C)noc1C	-15.2%

Remaining list, next part.
SMILES	Pf Dd2 inh
O=C(Cn1ccn2nc(-c3ccc(F)cc3)c(CO)c2c1=O)N1CCCc2ccccc21	?
CCCCN1CCN(C(=O)C2CCCN(c3cnn(Cc4ccccc4)c(=O)c3)C2)CC1 (stereo unspecified)	?
CCCCc1nn(CC(=O)N2CCC(c3ccccc3)CC2)c(=O)n1CC	-8.1%
COc1ccc(NS(=O)(=O)c2ccc(NC(=O)N3CCCC3)cc2)cc1	56.9%[activator]
Cc1ccccc1NC(=O)CN1C(=O)NC2(CCC(C(C)(C)C)CC2)C1=O (stereo unspecified)	-26.2%
O=C(NCCc1ccc(Cl)cc1)c1c2c(nc3ccccc13)C(=O)N(C1CCCCC1)C2	16.2%
Cc1noc([C@H]2CCN(Cc3ccsc3)C[C@H]2NC(=O)C2CC2)n1	-8.5%[5.79 µM]
Cc1cc(F)ccc1NC(=O)CCS(=O)(=O)c1cccc2nsnc12	20.6%
CC(C)N1CC2CCC(C1)N2Cc1ccc(-c2ccsc2)cc1	11.2µM*
COCc1ccc2c(c1)c(OC(C)(C)C(=O)N1CCN(C)CC1)nn2Cc1ccccc1	?
CCN1C(=O)C2CC3(CCN(C(=O)c4cnccc4C)CC3)CN2C1=O (stereo unspecified)	i
CCOc1ccc(C(=O)NCCc2sc3nc(-c4ccc(Cl)cc4)nn3c2C)cc1OCC	-18.0%
COc1ccc(C(=O)N2CCC3(CC2)C(OC)C(=O)N3c2cccc(F)c2)cn1 (stereo unspecified)	?
O=[S+]([O-])(NCC1CN(Cc2ccncc2Cl)CC12CN(c1ccccc1)C2)c1ccccc1 (stereo unspecified)	-20.3%
CC1CN(C(=O)N2CCC(C(=O)NC3CCCCCC3)CC2)c2ccccc2O1 (stereo unspecified)	-9.2%
COc1cc(NC(=O)NCCc2c(C)nn(C)c2C)cc(OC)c1OC	i
CCOC(=O)Cn1nc(N2CCN(c3ccc(F)cc3)CC2)ccc1=O	15.6%
CCCn1c(C)cnc1C1CCN(S(=O)(=O)c2cc(OC)ccc2OC)C1 (stereo unspecified)	3.55µM*
COc1ccc(CN2CC3(CCN(C(=O)c4cc(-c5ccc(F)cc5)n[nH]4)CC3)C2=O)cc1	i
CCOCCn1nc(C)cc1-c1nc(-c2ccc(C)nn2)no1	-26.9%
O=C(N1CCCC1)N1CCN(c2cc(Cl)ncn2)C(=O)C1	-5.7%
CC(C)c1cc(C(=O)NCCc2noc(C3CCCO3)n2)nc2ncnn12 (stereo unspecified)	4.1%
O=C(c1ccc(C(F)(F)F)cc1)N1CCCC2(CC(c3cccnc3)=NO2)C1 (stereo unspecified)	5.2%
COCCN1CC(CO)C2(CCN(Cc3cccc(C#N)c3)CC2)C1 (stereo unspecified)	-6.6%
O=[S+]([O-])(c1cccc(C(F)(F)F)c1)N1CCn2c(nnc2-c2ccncc2)C1	0.7%
CN(C)CCN(C(=O)c1ccco1)c1nc2c(F)cc(F)cc2s1	-1.7%
O=C1CCN(C(=O)C2CCN(C(=O)NC3CCCCC3)CC2)CCCCCCN1	-11.1%
CCC(=O)N1CCc2cc(S(=O)(=O)CCC(=O)N3CCN(c4ccc(C(C)=O)cc4)CC3)ccc21	11.8%
O=C1NC2(CCN(C(=O)c3ccccn3)C2)Oc2ccccc21 (stereo unspecified)	2.9%[44.1 µM]
Cc1cc(C(=O)NCc2c(C)ncc3c2CCNC3)ccc1F	?
COc1ccc(NC(=O)N[C@H]2[C@H](O)[C@@H](N3CCN(c4ccccc4OC)CC3)[C@@H]3OC[C@H]2O3)cc1	-3.2%
CC(C(=O)N1CCc2onc(-c3ccc(C(F)(F)F)cc3)c2C1)N1CCCC1=O (stereo unspecified)	-16.9%
Cc1ccc(O[C@H]2COCC[C@H]2NC(=O)c2ccc3c(c2)OCO3)cn1	-2.0%
Cc1cccc(CNC(=O)c2cccc(NC(=O)N3CCSc4ncccc43)c2)c1	36.1%[activator]
CCC(C(=O)NC1CCN(c2cc(-c3ccc(OC)cc3)[nH]n2)CC1)c1ccccc1 (stereo unspecified)	?
Cc1cccc(N(CC(=O)NC(C)c2ccccc2)S(=O)(=O)c2ccccc2)c1C (stereo unspecified)	?
Cc1ccc2nc(Cl)c3cc(C(=O)NC4CCCCC4)sc3c2c1	-6.3%
CCC(=O)N1CCc2cc(Br)cc(S(=O)(=O)N3CCN(c4ccccc4)CC3)c21	-3.4%
Cc1cccc(NC(=O)c2c(NC(=O)c3ccccc3)sc3c2CCCC3)c1	35.7%[activator]
O=C(CSc1nc(=O)[nH]c2c1CCCC2)Nc1ccccc1C(F)(F)F	i

Some of these compounds in order of length of the SMILES, highest first:
SMILES	Pf Dd2 inh
CCC(=O)N1CCc2cc(Br)cc(S(=O)(=O)N3CCN(c4ccccc4)CC3)c21	-3.4%
CC(C(=O)N1CCc2onc(-c3ccc(C(F)(F)F)cc3)c2C1)N1CCCC1=O (stereo unspecified)	-16.9%
Cc1cccc(N(CC(=O)NC(C)c2ccccc2)S(=O)(=O)c2ccccc2)c1C (stereo unspecified)	?
Cc1cccc(CNC(=O)c2cccc(NC(=O)N3CCSc4ncccc43)c2)c1	36.1%[activator]
Cc1cccc(NC(=O)c2c(NC(=O)c3ccccc3)sc3c2CCCC3)c1	35.7%[activator]
Cc1ccc2nc(Cl)c3cc(C(=O)NC4CCCCC4)sc3c2c1	-6.3%

Next section
SMILES	Pf Dd2 inh
CN1CC(=O)N(C2CCNCC2)Cc2c(NCC3CCCCCC3)ncnc21	?
COc1ccc(CCNC(=O)CC2CCOCC2)cc1OC	51.8%[activator]
CCCC1c2nccn2CCCN1C(=O)c1conc1C (stereo unspecified)	-9.9%
O=C(c1ccc(OC(F)(F)F)cc1)N1CCC([C@@H]2CNC[C@H]2CO)CC1	-5.4%
COc1ccc(OC)c(CN2CCC3(CCCNC3)C2)c1 (stereo unspecified)	?
CCN(CC)CCNC(=O)c1[nH]c2ccccc2c1Sc1ccc(Cl)cc1	i
Cc1ccc(NC(=O)CCc2c(C)nc3ncnn3c2C)cc1Cl	9.3%
Cc1oc(-c2ccc(C(=O)NCc3ccccc3)cc2)nc1CS(=O)(=O)c1ccccc1	i
CC1(C(=O)N2CCOc3c(O)cc(-c4cccc(Cl)c4)cc3C2)CCCO1 (stereo unspecified)	?
COc1ccc(OC2CN(Cc3ccc(F)cc3)C2)cc1	13.3%[44.1 µM]
Cc1cc(C)c(C)c(OCC(=O)Nc2ccc(S(=O)(=O)Nc3nc(C)cc(C)n3)cc2)c1	21.5%
O=C(NC1CC1)[C@H]1CN2CCC1C[C@@H]2Cn1cc(CCO)nn1 (stereo partly specified)	7.0%[44.1 µM]
Cc1cnc(-c2ccncc2)n1C1CCN(C(=O)C2CC2)CC1	6.0%
COc1ccc(-c2cc([C@H]3CN4CC[C@H]3C[C@@H]4CO)n(C)n2)cc1	-7.1%[44.1 µM]
Brc1ccc2nc(-c3ccccc3)c(Nc3ccc4c(c3)OCO4)n2c1	-12.7%
Cc1ccc(NC(=O)Cn2cc(C(=O)c3ccccc3)c3ccccc32)cc1	?
Cc1noc(/C=C/c2ccccc2F)c1S(=O)(=O)N1CCC(C(=O)Nc2ccc(C#N)cc2)CC1	i
CC1=C(C#N)C(NC(=O)c2ccccc2Cl)(C(F)(F)F)C(=O)N1 (stereo unspecified)	2.7%
N#Cc1cccc(NC(=O)NC[C@H]2C[C@@H]3CCN2C[C@@H]3CN2CCOCC2)c1	10.5%[44.1 µM]
CC(C)(C)c1ccc(-c2noc(CNC(=O)CN3C(=O)CNC3=O)n2)cc1	-9.1%
COc1ccc(-c2noc(CC(=O)Nc3ccc(F)cc3F)n2)cc1	7.9%
COc1ccc(NC(=O)c2csc3c2CCCCC3)cc1	?
Oc1ccccc1CNC1(Cc2cc(-c3ccccn3)on2)COC1	-20.4%[44.1 µM]
COc1ccc(CN2C(=O)CO[C@H]3CN(CC4CC4)C[C@H]32)cc1	i
O=C(c1cnccn1)N1CCCC(n2cc(-c3nc(-c4ccccc4)no3)nn2)C1 (stereo unspecified)	i
Cc1cccc(CCNC(=O)CCc2c(C)nc3c(c(C)nn3-c3ccccc3)c2C)c1	5.9%
COc1ccc(CNC(=O)Cn2cccc2C(=O)c2ccccc2C)cc1	18.8%
O=C(Nc1ccccc1)N1CCOC(CN(C(=O)c2ccco2)C2CCCC2)C1 (stereo unspecified)	?
CN(Cc1cnn(C)c1)C(=O)c1csc2nc(-c3cccc(C(F)(F)F)c3)cn12	?
Cc1ccc2[nH]c3c(=O)n(CC(=O)N4CCCCC4)ncc3c2c1	11.5%
Cc1occc1C(=O)N[C@@H]1CN(c2ccncn2)C[C@H]1CN(C)C	40.0%[activator]
CC(C)C(=O)N1CCc2c(c(-c3nncn3C(C)C)nn2C)C1	-26.9%
Cc1nonc1C1CCCN1C(=O)c1cnc(COc2ccccc2)[nH]c1=O (stereo unspecified)	6.3%
CCNC(=O)NC[C@@H]1C=C(C)[C@H](CC(=O)NCCN2CCOCC2)C[C@H]1C(C)C	-20.6%[44.1 µM]
CCN1c2cc(C(=O)NCc3cccc(OC)c3OC)ccc2C(=O)N2CCCCC21 (stereo unspecified)	?
COc1ccc(CC(=O)N2C[C@@H](CO)[C@H](c3ccncc3)C2)cc1OC	34.7%[activator]
CCn1c2c(c(=O)n1-c1ccccc1)CCN(Cc1ncccn1)C2	-5.2%[44.1 µM]
CCOC(=O)N1CCN(C(=O)c2c(C)nn(-c3cccc(C)c3)c2-n2cccc2)CC1	?
O=C(NCCC1=CCCCC1)c1ccc2c(c1)N(Cc1ccccc1F)C(=O)c1ccccc1S2(=O)=O	-11.7%
CC(=O)Nc1ccc(CN2CCC3(COc4ncccc4[S+](=O)([O-])N3)C2)cc1 (stereo unspecified)	1.9%
